Bcl-XL Bim block: human Bim-Bcl-XL interaction inhibition; Q07817; Bim peptide-Bcl-XL binding, bead flow cytometry, fluorescence; inhibition, % at 10 µM; 190,000 tested, 0.04% active
Bim-Bcl-B: inhibitors of Bim-Bcl-B interaction, human. Q9HD36. inhibition, % at 10 µM. 190,000 tested, 0.073% active. bead-based flow cytometry, Bim peptide-Bcl-B binding. AID 951;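 also: 0% = tracer peptide without compound and 100% = reference inhibitor peptide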
RGS4-Gao reg: modulates binding of RGS4 to human Galphao. Multiplexed bead flow cytometry; actives lie on both sides. binding response (% of control), % at 10 µM. 220,000 tested, 0.33% active. AID 1415; in the data active = binding response below about 49% or above about 150%; inactive = in between;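 also: fluorescent Galphao activated with aluminum fluoride binding bead-coupled RGS4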
ABCG2 inh: human ABCG2 inhibition, ABCB1 as counter-screen; Q9UNQ0; IgMXP3 cells, JC-1 efflux, flow cytometry; inhibition, % at 6.6 µM; 190,000 tested, 0.1% active;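 active = inhibition above 80%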;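 also: 0% = DMSO and 100% = nicardipine control wells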
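Test system: ABCG2 IgMXP3 and barcoded ABCB1 CCRF-Adr cell mix; Schedule: cells with compound and JC-1, 10 min at 25 °C, rotating, no wash; Technique: flow cytometry of retained JC-1 fluorescence; Measure: % inhibition of efflux relative to nicardipine and DMSO; Controls: nicardipine high and DMSO low controls.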
Bcl-W Bim block: inhibitors of Bim-Bcl-W interaction, human | bead-based flow cytometry, Bim peptide-Bcl-W binding | 190,000 tested, 0.02% active | Q92843 | inhibition, % at 10 µM;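 also: 0% = bound tracer without compound and 100% = peptide blocker; higher means less fluorescent Bim peptide bound to Bcl-W beads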
GSH fluor: compound fluoresces at 488/530 nm on GSH beads. GSH beads flow cytometry, compound fluorescence 488/530 nm; active compounds read high. fluorescence (KMESF) at 10 µM. 190,000 tested, 0.25% active. AID 1776; in the data active = fluorescence above about 89;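 also: glutathione beads carrying GST-tagged Bcl family fusion proteins plus one bare bead set; values are compound well signal with DMSO vehicle wells as background; inactives centre near 16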
Avidin fluor: avidin bead compound fluorescence profile. Avidin beads, compound fluorescence 488/530 nm, flow cytometry; active compounds read high. fluorescence (KMESF) at 10 µM. 220,000 tested, 0.38% active; in the data active = fluorescence above about 47; also: inactives centre near 10
RGS7-Gao: regulators of human RGS7-Galphao interaction; P09471; Multiplexed bead flow cytometry, RGS7-Galphao binding; actives lie on both sides; binding response (% of control), % at 10 µM; 220,000 tested, 0.35% active; in the data active = binding response below about 49% or above about 150%; inconclusive = no clear call, values can overlap the other calls; inactive = in between;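 also: fluorescent Galphao held in activated GDP-AlF4 state binding bead-coupled RGS7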
Bim-Bfl-1: human Bim-Bfl-1 interaction inhibition; Bead-based flow cytometry, Bim-Bfl-1 binding inhibition; AID 1008; inhibition, % at 10 µM; Q16548; 190,000 tested, 0.12% active;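 also: 0% = wells without compound plus tracer and 100% = blocker peptide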
Bim-Bcl-2: inhibitors of Bim-Bcl-2 interaction, human; Bead-based flow cytometry, Bim peptide-Bcl-2 binding; inhibition, % at 10 µM; P10415; 190,000 tested, 0.06% active; in the data active = inhibition above about 40%; inconclusive = no clear call, values can overlap the other calls;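 also: 0% = no compound wells with probe peptide and 100% = reference peptide inhibitor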
ABCB1 inh: blocks JC-1 efflux by human ABCB1 transporter; CCRF-Adr cells, flow cytometry; inhibition, % at 6.6 µM; 190,000 tested, 0.067% active; in the data active = inhibition above about 40%;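 also: 0% = vehicle and 100% = reference inhibitor; higher value means more JC-1 retained so stronger ABCB1 efflux block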
Target sequence (P08183 whole entry, looked up): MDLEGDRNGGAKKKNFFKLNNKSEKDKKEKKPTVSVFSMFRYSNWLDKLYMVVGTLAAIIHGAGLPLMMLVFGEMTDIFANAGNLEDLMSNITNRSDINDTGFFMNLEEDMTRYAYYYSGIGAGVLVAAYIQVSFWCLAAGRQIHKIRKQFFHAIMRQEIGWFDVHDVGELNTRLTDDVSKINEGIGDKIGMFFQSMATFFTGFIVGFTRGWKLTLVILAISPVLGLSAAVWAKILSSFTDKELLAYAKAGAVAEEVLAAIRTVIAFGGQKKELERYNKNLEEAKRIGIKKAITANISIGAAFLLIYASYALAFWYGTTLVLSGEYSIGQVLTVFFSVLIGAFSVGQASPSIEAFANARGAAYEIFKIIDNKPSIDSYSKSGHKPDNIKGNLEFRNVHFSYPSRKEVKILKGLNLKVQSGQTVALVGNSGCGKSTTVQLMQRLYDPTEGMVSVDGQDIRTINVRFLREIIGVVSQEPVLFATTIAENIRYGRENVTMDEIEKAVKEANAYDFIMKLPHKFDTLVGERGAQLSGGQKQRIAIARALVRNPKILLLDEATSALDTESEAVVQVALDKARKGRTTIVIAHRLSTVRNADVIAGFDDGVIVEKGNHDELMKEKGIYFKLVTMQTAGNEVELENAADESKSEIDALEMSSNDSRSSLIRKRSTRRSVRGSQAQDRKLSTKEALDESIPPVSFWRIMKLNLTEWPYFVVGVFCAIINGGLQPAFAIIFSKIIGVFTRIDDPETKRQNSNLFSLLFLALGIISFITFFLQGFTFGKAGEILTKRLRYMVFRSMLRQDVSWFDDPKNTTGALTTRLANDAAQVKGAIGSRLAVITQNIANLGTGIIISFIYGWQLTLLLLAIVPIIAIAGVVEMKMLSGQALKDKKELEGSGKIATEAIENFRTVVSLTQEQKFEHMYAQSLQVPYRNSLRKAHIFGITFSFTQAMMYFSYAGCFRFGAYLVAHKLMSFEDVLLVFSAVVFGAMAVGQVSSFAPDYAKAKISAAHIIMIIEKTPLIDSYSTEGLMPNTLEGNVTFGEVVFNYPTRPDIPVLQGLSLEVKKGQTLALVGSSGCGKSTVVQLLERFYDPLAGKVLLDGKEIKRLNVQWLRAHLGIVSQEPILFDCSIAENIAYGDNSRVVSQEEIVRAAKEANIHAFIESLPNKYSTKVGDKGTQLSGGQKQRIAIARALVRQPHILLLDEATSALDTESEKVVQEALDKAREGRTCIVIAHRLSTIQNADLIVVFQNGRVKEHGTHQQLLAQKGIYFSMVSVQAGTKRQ
Active calls of the source: *; ? = inconclusive. Rule as the data show it, unless noted: active = inhibition above about 40%. The order is random, and some 1.3% of all compounds hit somewhere here.

SMILES	Bcl-XL Bim block	Bim-Bcl-B	RGS4-Gao reg	ABCG2 inh	Bcl-W Bim block	GSH fluor	Avidin fluor	RGS7-Gao	Bim-Bfl-1	Bim-Bcl-2	ABCB1 inh
O=C(O)CC1S/C(=N/N=C/C=C/c2ccccc2[N+](=O)[O-])NC1=O (stereo unspecified)	50*	28	96	16	34	3	9	97	46*	34	0.9
Nn1c(Cc2cccc3ccccc23)nnc1SCCOc1ccc(F)cc1	-3	-8	87	1	-4	11	6	89	1	-2	18
CN(Cc1ccc(F)cc1)Cc1nc(CCc2ccccc2)no1	-1	-3	103	2	0	13	12	102	-8	-5	1.0
CCn1c(NC(=O)c2ccc(COc3ccc(C)cc3[N+](=O)[O-])o2)nc2ccccc21	0	0	99	1	0	8	13	94	-2	-1	0.7
CCc1ccc2c(c1)C(C)=CC(C)(C)N2	-8	-13	100	6	0	35	15	102	-16	-8	-2.2
CCNC(=S)N(CCc1cccc(C)c1)Cc1cc2cc(OC)c(OC)cc2[nH]c1=O	-2	-9	102	-1	0	11	4	101	0	1	-0.1
O=c1c2c(nc3nc[nH]n13)CCC2	-8	-12	103	6	-2	33	16	101	-19	-11	-1.6
CC(C)[C@@H](C(=O)N1CCNCC1)n1cc(CCO)nn1	-3	-5	100	1	0	22	6	98	-2	-1	0.4
CC(C)C(=O)Nc1nnc(CCN2CCOCC2)s1	0	1	113	3	1	11	19	112	2	4	1.0
C/C(CC(=O)Nc1cccnc1)=N\NC(=O)c1ccc([N+](=O)[O-])c(Cl)c1	-4	-6	101	3	-2	12	4	102	-4	-3	0.4

A second format for part of the listing above.
Every second line gives: Bcl-XL Bim block	Bim-Bcl-B	RGS4-Gao reg	ABCG2 inh	Bcl-W Bim block	GSH fluor	Avidin fluor	RGS7-Gao	Bim-Bfl-1	Bim-Bcl-2	ABCB1 inh
- O=c1c2c(nc3nc[nH]n13)CCC2
→ -8	-12	103	6	-2	33	16	101	-19	-11	-1.6
- CCn1c(NC(=O)c2ccc(COc3ccc(C)cc3[N+](=O)[O-])o2)nc2ccccc21
→ 0	0	99	1	0	8	13	94	-2	-1	0.7
- CC(C)C(=O)Nc1nnc(CCN2CCOCC2)s1
→ 0	1	113	3	1	11	19	112	2	4	1.0
- CCc1ccc2c(c1)C(C)=CC(C)(C)N2
→ -8	-13	100	6	0	35	15	102	-16	-8	-2.2

Other structures:
SMILES	Bcl-XL Bim block	Bim-Bcl-B	RGS4-Gao reg	ABCG2 inh	Bcl-W Bim block	GSH fluor	Avidin fluor	RGS7-Gao	Bim-Bfl-1	Bim-Bcl-2	ABCB1 inh
COC(=O)c1cn(NC(=O)C2CCC(C(C)(C)C)CC2)c(=O)c2ccccc12 (stereo unspecified)	-1	-1	89	1	-1	24	10	88	-2	0	0.5
C=CCn1c(C)cc(C(=O)Cn2ncc(Cl)c(Cl)c2=O)c1C	-3	-5	94	0	-3	3	6	85	0	-1	0.9
CC(C)NC(=O)C(Sc1ccccc1)c1ccccc1 (stereo unspecified)	0	-3	98	0	0	12	13	102	-10	-3	0.1
O=S(=O)(Nc1cccc(Cl)c1)c1ccc2oc(=S)[nH]c2c1	-1	-25	105	-4	2	13	13	?	5	0	-1.1
COc1c(OC)c(O)c2c(=O)cc(-c3c(O)cccc3O)oc2c1OC	-2	-1	99	3	2	19	8	98	-1	-5	2.3
O=S(=O)(Nc1ccc2c(c1)nc1n2CCOC1)c1ccc(Cl)cc1	-2	-1	100	5	0	7	13	102	-2	0	1.1
CCCc1cc(C(=O)N2CCN(S(=O)(=O)c3ccc(OC)c(OC)c3)CC2)cs1	0	0	100	5	0	14	34	96	0	1	3.3
O=C(CCC(=O)Nc1ccccc1)NNC(=O)c1ccco1	0	0	100	0	0	16	34	98	0	1	0.1
Cc1nc(N2CCC(C)CC2)c2oc3ccccc3c2n1	-2	-6	97	4	-6	28	36	96	-1	-5	2.0
CC(=C/c1ccccc1)/C=C1/SC(N2CCOCC2)=NC1=O	-1	-1	101	19	0	29	8	102	-2	0	0.7
O=C(c1cc2ccccc2oc1=O)N(Cc1ccc2c(c1)OCO2)Cc1ccco1	1	-1	101	2	3	12	26	100	1	0	1.1
CCCCC(=O)Nc1cc(C)c(NC(=O)c2cccs2)cn1	-3	-3	96	2	0	10	7	93	-7	-4	-0.2
CCOCCCNC(=O)/C(C#N)=C/c1ccc(-c2ccc(S(=O)(=O)N3CCOCC3)cc2)o1	-3	-8	93	1	0	22	11	93	-14	-19	2.0
COc1ccc(NS(=O)(=O)c2ccc(Cl)c(N)c2)cc1Br	0	-3	98	0	-2	13	15	?	-4	-2	-0.2
CCOc1ccc2[nH]c(=O)c(CN(CCc3ccccc3)C(=O)N3CCCC3)cc2c1	1	-1	98	0	1	18	8	97	-1	3	0.8
Cc1ccc(-c2cccc(C(=O)NCCc3ccccc3)n2)c2ccccc12	-4	-7	104	4	-6	18	10	99	-3	-2	0.6
CC(=O)c1ccc(NC(=O)C2CC(=O)N(Cc3ccccc3)C2)cc1 (stereo unspecified)	-4	-8	104	1	-3	26	32	99	-10	-11	-0.3
COc1ccc(N2CCN(c3ncnc4c3cnn4-c3ccc(C)cc3C)CC2)cc1	-8	-7	105	2	0	24	17	106	-13	-9	0.9
CC(C)(C)NCC(O)COc1ccc(Br)cc1 (stereo unspecified)	4	1	106	2	-5	15	8	102	3	0	0.1
CC(C)CC(=O)NC(=S)Nc1ccc(S(=O)(=O)N2CCN(C)CC2)cc1	-7	-4	104	2	-3	3	14	106	0	0	0.2
CCOC(=O)/C=C/C(=O)Nc1ccc(S(=O)(=O)Nc2c(C)cc(C)cc2C)cc1	-7	-9	100	15	-7	9	15	99	-9	-11	0.7
CCN(CC)CCN1C(=O)c2ccccc2NC1c1cccc(F)c1 (stereo unspecified)	-2	0	101	2	-2	14	11	99	-2	-4	0.7
O=Cc1s/c(=N\S(=O)(=O)c2ccccc2)n(CCCCl)c1Cl	3	-4	97	2	0	16	9	99	14	2	1.0
O=C(c1ccccc1F)N1CCCC(c2ccccc2)C1 (stereo unspecified)	0	-1	101	10	-1	7	17	103	-2	-4	6.8
O=C(CSc1cccc2cccnc12)Nc1cccc(S(=O)(=O)N2CCOCC2)c1	-3	-8	106	0	-2	63	24	108	-9	-5	-0.3
CCCCc1ccc(NC(=O)CC(C)=O)cc1	-7	-9	102	0	-2	21	17	97	-12	-10	0.0
Cc1[nH]c2ccccc2c1SCc1ccccc1	-1	-5	96	2	0	11	23	97	-4	-1	0.0
Cc1nc(CN2CCN(C(=O)c3ccc(Br)cc3)CC2)cs1	0	-1	103	1	0	19	31	102	-1	1	0.3
O=C(CSc1nnc(-c2ccco2)n1-c1ccccc1)NCc1ccco1	-3	-1	95	2	1	10	19	96	0	0	0.5
O=C(CSc1nc(-c2ccccc2)nc2c1Cc1ccccc1O2)Nc1ccc(C(=O)O)cc1	-4	-3	99	-5	0	15	11	?	-4	0	-1.7
Cn1c(=O)n(C)c2cc([N+](=O)[O-])c(N3CCN(C(=O)c4ccc(F)cc4)CC3)cc21	-1	-1	96	13	0	15	9	?	-4	-2	-0.1
CC(O)Cn1ccccc1=N (stereo unspecified)	-1	3	104	0	2	22	19	102	0	0	-0.1
CC(=O)C1=C(C)NC(C)=C(C(C)=O)C1c1ccc(-c2ccccc2Cl)o1	-1	0	95	7	-1	11	20	97	0	0	1.9
O=C(Oc1cc(Cl)ccc1Cl)c1ccc(N2CCOCC2)c([N+](=O)[O-])c1	-5	-6	98	12	-2	14	12	95	-13	-4	0.8
CC(C)C(=O)NC(NC1CCS(=O)(=O)C1)C(Cl)(Cl)Cl (stereo unspecified)	-3	-9	100	2	-3	21	14	113	-10	-5	0.7
CCCCC1(C)NC(=O)c2c(C)sc(C(=O)OCC)c2N1 (stereo unspecified)	0	-1	100	1	-1	8	27	101	-2	-5	0.5
Cc1ccc(NC(=O)C(C)N2CCOCC2)c(C(=O)c2ccccc2)c1 (stereo unspecified)	1	4	97	1	4	69	8	100	5	0	0.4
CCCCn1c(SCC(N)=O)nnc1-c1ccco1	-4	-2	103	1	-7	15	32	102	0	-4	0.3
COc1ccc(OCCn2nnc(-c3ccc(Cl)cc3)n2)cc1	-4	-8	96	2	-4	16	6	100	-8	-6	0.4
Cc1ccc2[nH]c(=O)c(-c3nc4cc(C)ccn4c3NCc3ccco3)cc2c1	-5	-3	81	4	-2	11	21	83	0	-2	1.1
CN(C(=O)COC(=O)c1ccc(Cl)cc1N)C1CCS(=O)(=O)C1 (stereo unspecified)	0	-6	71	0	-2	4	6	71	-12	-7	0.0
COC(=O)c1cc(Oc2ccc(C(=O)OC)cc2N)cc(C(=O)OC)c1	3	-6	106	1	-1	25	6	106	-3	-7	0.2

5 entries already listed, sorted by the value under Bcl-XL Bim block, highest first:
mol,Bcl-XL Bim block
CN(C(=O)COC(=O)c1ccc(Cl)cc1N)C1CCS(=O)(=O)C1 (stereo unspecified),0
CC(O)Cn1ccccc1=N (stereo unspecified),-1
CC(C)C(=O)NC(NC1CCS(=O)(=O)C1)C(Cl)(Cl)Cl (stereo unspecified),-3
COc1ccc(OCCn2nnc(-c3ccc(Cl)cc3)n2)cc1,-4
Cc1ccc2[nH]c(=O)c(-c3nc4cc(C)ccn4c3NCc3ccco3)cc2c1,-5

Bioassay records deposited in PubChem by NMMLSC.
